Compound activity from PubChem.
XiGFP reactiv – activators of inactive X chromosome reactivation, primary screen, imaging, XiGFP fibroblasts, GFP high-content imaging, set 2 | XiGFP mouse fibroblasts, % GFP-positive cells imaging, 3 d; cells co-treated with 5-aza-dC sensitizer; scaled so ellipticine positive control = 100% | activation, % at 7.58 µM | actives 0.055% (n = 360,000) | AID 743238, 2013;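 active means mean normalized replicate activation at least 10% and every replicate at or above 10%; inconclusive means only one of the two criteria met; inactive means mean below 10% and not all replicates reach 10%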;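 further: 0% = median of on-plate neutral control wells and 100% = ellipticine 6 µM median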
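Assay system – SV40-immortalized XiGFP fibroblast cells, line 68-5-11 · Buffer or medium – DMEM supplemented with 5-aza-dC as sensitizing agent · Dosing – one concentration, pinned · Benchmarks – positive control ellipticine, 6 µM final · Times – 3 days compound exposure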
DENV2 CPE rescue – inhibitors of DENV2 cytopathic effect, primary screen, cell-based, plate reader, single concentration; actives 1.7% (n = 350,000); AID 651640, 2012; CPE inhibition, % at 9.99 µM; DENV2-infected cells, cytopathic effect rescue; in the data active means CPE inhibition above about 20%, passing the limit was not always enough; inconclusive means no clear call, values can overlap the other calls; tested in BHK-21 cells;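 further: 0% = median of neutral control wells and 100% = median of positive control wells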
GSIS activator – GLuc luminescence reporter in INS-1E cells, primary screen for activators of glucose-dependent secretion of insulin; INS-1E GLuc reporter insulin secretion, 2-3 h; activation, % at 16.6 µM; actives 0.61% (n = 370,000);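 active means lowest replicate activation of at least 40%, so every replicate reaches that level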;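 further: 0% = median of neutral control wells and 100% = median of IBMX positive control wells; some compounds called inactive have numbers as strong as hits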
RAD54 branch – inhibitors of human RAD54 branch migration, primary screen, biochemical, fluorescence, single point; inhibition, % at 10.4 µM; RAD54 Holliday junction branch migration, FAM/BHQ fluorescence; DNA repair and recombination protein RAD54-like (Homo sapiens), Q92698; actives 0.14% (n = 360,000);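 active means mean normalized replicate activity at least 40 and at least half of replicates scoring 40 or more; inconclusive means only one of the two criteria met; inactive means mean below 40 and under half of replicates reaching 40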;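 further: 0% = median of neutral control wells and 100% = median of positive control wells; inhibitors cause a drop in the FAM fluorescence signal; in these data hits start at about 50%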
E-sel inducer – E-selectin induction in HUVECs, primary screen, imaging, HUVEC, immunofluorescence imaging, single point; P16581; normalized: neutral wells 0, TNF-alpha wells 100; activation, % at 7.58 µM; actives 0.37% (n = 260,000);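 active means mean E-selectin-positive cell signal at least 10% of the positive control, reached in at least 60% of replicates, without over 20% cell loss; inconclusive means no rule given, readout overlaps actives, possibly toxicity-flagged; inactive means the rest, including those meeting only one limit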;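 further: in these data hits start at about 27%; measured in HUVEC primary endothelial cells; signal is the percent of cells scored E-selectin positive by PE staining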
Target sequence (P16581 whole entry, looked up): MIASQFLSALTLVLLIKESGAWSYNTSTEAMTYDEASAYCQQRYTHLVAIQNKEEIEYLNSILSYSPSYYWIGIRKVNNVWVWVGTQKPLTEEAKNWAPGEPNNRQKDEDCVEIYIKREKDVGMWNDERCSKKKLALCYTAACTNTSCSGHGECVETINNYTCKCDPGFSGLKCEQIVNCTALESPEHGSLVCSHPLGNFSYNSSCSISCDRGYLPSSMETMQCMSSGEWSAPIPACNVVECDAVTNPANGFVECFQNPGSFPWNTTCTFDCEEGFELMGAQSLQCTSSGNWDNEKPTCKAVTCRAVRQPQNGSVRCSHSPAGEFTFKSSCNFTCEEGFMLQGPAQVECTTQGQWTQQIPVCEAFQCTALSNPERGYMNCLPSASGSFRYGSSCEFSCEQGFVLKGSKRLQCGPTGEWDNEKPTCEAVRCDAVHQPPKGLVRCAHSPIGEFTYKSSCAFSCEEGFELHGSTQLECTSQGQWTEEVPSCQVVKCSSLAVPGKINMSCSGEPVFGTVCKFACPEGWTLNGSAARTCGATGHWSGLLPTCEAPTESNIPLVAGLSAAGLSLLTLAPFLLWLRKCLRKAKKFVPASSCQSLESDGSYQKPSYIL
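System: HUVEC / Compound: single concentration / Signal: immunofluorescence imaging / Read-out: percent E-selectin-positive cells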
F508del corr – F508del CFTR correction, initial screen, CFBE line, single point. CFBE cells, YFP halide quenching; stimulated with forskolin plus potentiator P3; % fluorescence drop versus neutral controls. activity (quench increase), % at 7.58 µM. actives 0.36% (n = 350,000);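 active means mean added fluorescence quench of at least 8% versus neutral control, with both replicates also reaching 8%; inconclusive means only one of the mean or replicate conditions met; inactive means mean below 8% and not both replicates reaching 8%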;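 further: cells transiently co-express mutant CFTR-F508del with the halide-sensitive YFP; corrector assay measuring rescue of mutant channel to the surface after 24 h compound exposure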
RAD52 anneal inh – RAD52 DNA annealing inhibitors, primary screen, biochemical, FRET, single point, set 2. actives 0.46% (n = 360,000). AID 651710, 2012. recombinant RAD52 DNA annealing, FRET fluorescence. inhibition, % at 18.7 µM;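 active means every replicate showing at least 50% inhibition; inconclusive means mean inhibition at least 50% but not in every replicate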
Target sequence (P43351 whole entry, looked up): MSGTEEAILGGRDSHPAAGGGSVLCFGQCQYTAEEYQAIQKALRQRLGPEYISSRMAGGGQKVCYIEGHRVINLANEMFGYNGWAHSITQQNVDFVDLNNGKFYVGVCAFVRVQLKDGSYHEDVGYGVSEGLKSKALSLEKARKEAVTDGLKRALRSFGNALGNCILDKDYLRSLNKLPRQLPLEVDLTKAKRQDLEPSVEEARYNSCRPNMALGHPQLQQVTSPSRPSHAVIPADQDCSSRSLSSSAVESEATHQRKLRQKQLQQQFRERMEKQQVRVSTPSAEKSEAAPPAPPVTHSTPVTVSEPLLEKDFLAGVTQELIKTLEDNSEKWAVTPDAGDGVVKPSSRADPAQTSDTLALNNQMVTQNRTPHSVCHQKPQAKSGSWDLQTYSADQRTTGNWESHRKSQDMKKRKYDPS
CASP6 VEID inh – human caspase-6 inhibitors, primary screen, biochemical, VEID-R110 fluorescence, single point, set 2. P55212. purified caspase-6, Z-VEID-R110 cleavage fluorescence. inhibition, % at 12.5 µM. actives 0.53% (n = 350,000). AID 686996, 2013;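 active means mean inhibition across replicates at least about 35%, with every replicate also reaching that limit, limit read from the data; inconclusive means only one of the two criteria met; inactive means neither criterion met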;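 further: 0% = median of neutral control wells and 100% = no fluorescence left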
Active calls of the source: *; ? = inconclusive; nt = not tested or not shown.

SMILES	XiGFP reactiv	DENV2 CPE rescue	GSIS activator	RAD54 branch	E-sel inducer	F508del corr	RAD52 anneal inh	CASP6 VEID inh
C[C@H](CO)N1C[C@H](C)[C@H](CN(C)C(=O)c2ccncc2)OCCCC[C@H](C)Oc2ccc(NC(=O)NC3CCCCC3)cc2C1=O	-1.3	-11	4	6	0.2	1.3	nt	nt
CC(=O)c1cccc(Nc2cc(C)nc3ccccc23)c1	0.0	-5	10	21	9.0	-1.0	9	0
Cc1ccc(-n2c(SCC(=O)O)nc3c(sc(=S)n3-c3ccc(C)c(C)c3)c2=O)cc1	0.0	2	4	-8	0.0	-0.7	-10	0
COc1ccccc1-c1ccc2c(c1)C(C)(Cc1cccc(F)c1)C(=O)N2 (stereo not given)	0.6	-2	-5	0	-0.2	-4.5	-11	-2
COc1cccc(C(=O)Nc2ccc3c(c2)C(=O)N(C)C[C@@H](OC)[C@@H](C)CN(CCc2ccccc2)[C@H](C)CO3)c1	0.4	7	-23	5	-0.2	2.3	7	nt
Cn1c(=O)cc(OCC(=O)N2CCN(c3ccccc3F)CC2)c2ccccc21	0.0	-3	18	nt	nt	-1.8	-10	-1
O=C(OCC(=O)N1CCc2ccccc21)c1n[nH]c(=O)c2ccccc12	0.5	4	49	3	7.3	-1.0	-4	-3
N#Cc1ccccc1S(=O)(=O)N1CCN(C(=O)c2cc(=O)[nH]c3ccccc23)CC1	0.0	6	0	8	-0.6	-0.8	-20	3
Cc1ccccc1NC(=O)CN1C(=O)COc2ccc(S(=O)(=O)N3CCCC3)cc21	0.0	-3	-2	-12	nt	-0.6	6	1
COCCNc1nnc(SC(C)C(=O)Nc2c(C)n(C)n(-c3ccccc3)c2=O)s1 (stereo not given)	0.0	3	5	-7	-0.6	-1.0	-6	0
Cc1ccc(C(=O)NC(=S)Nc2ccc(NC(=O)c3cccs3)cc2)cc1[N+](=O)[O-]	0.1	nt	-12	nt	-2.1	nt	17	1
CCC(C)(C)NC(=O)Cn1c(=O)oc2cc(S(=O)(=O)N3CC(C)CC(C)C3)ccc21 (stereo not given)	0.1	1	15	-6	-0.4	-1.9	-9	-3
COc1ccc(NC(=O)N(C)C[C@@H]2OCCCC[C@H](C)Oc3ccc(NC(=O)NC(C)C)cc3C(=O)N([C@@H](C)CO)C[C@@H]2C)cc1	0.0	-2	-2	-5	-0.1	-0.4	3	2
CCN(CCn1cccn1)C(=O)CC1C(=O)NCCN1Cc1ccc(F)c(F)c1 (stereo not given)	0.0	5	1	nt	0.0	-2.5	-10	0
C[C@@H]1CN([C@H](C)CO)C(=O)c2cc(-c3ccncc3)cnc2O[C@H]1CN(C)C(=O)c1ccccc1F	-0.8	32	31	-5	1.4	2.1	-3	-1
CCOc1cc(/C=N/OC(C)=O)ccc1OCc1ccccc1	0.0	2	8	2	nt	-0.1	-7	0
COc1ccc2c3c(n(C)c2c1)[C@@H](CO)N(C(=O)C1CCC1)CC31CCN(C(=O)c2ccncc2)CC1	0.3	2	-10	nt	-0.1	-0.7	5	3
CC(C)C(NC(=O)OCc1ccccc1)C(=O)NC(Cc1ccc(O)cc1)C(=O)O (stereo not given)	0.2	10	-11	-17	nt	-1.4	-8	-5
CO[C@H]1CN(C)C(=O)c2cc(NC(=O)c3cc(C)on3)ccc2OC[C@H](C)NC[C@H]1C	0.5	6	11	-8	0.1	-1.2	-3	nt
Cc1ccc(C(=O)NC(C)C(c2cccs2)N2CCOCC2)cc1C (stereo not given)	-0.1	-4	9	1	-0.2	1.6	-23	-2
O=C(c1cccc(F)c1)N1C[C@@H]2[C@H](c3ccccc31)[C@@H](CO)N2C(=O)c1cccc(F)c1	0.0	9	9	-4	0.1	-1.1	4	0
Cc1cccc(Nc2ccc(C(=O)N3CCOCC3)cn2)c1	0.0	-5	-2	nt	nt	-2.2	-5	0
CS(=O)(=O)Nc1ccc2c(c1)[C@H]1C[C@@H](CC(=O)NCc3ccccn3)O[C@H](CO)[C@H]1O2	0.0	-1	7	-5	-0.4	-1.5	-26	-4
O=C(O)/C=C/C(=O)O	nt	?	-6	8	nt	-1.2	-6	-1
O=C(C[C@H]1C=C[C@@H](NC(=O)Nc2ccccc2F)[C@H](CO)O1)NCc1ccc(F)cc1	-0.3	-3	7	-3	0.7	1.1	-17	-1

In a second layout: results already given
SMILES | XiGFP reactiv | DENV2 CPE rescue | GSIS activator | RAD54 branch | E-sel inducer | F508del corr | RAD52 anneal inh | CASP6 VEID inh
COc1ccc2c3c(n(C)c2c1)[C@@H](CO)N(C(=O)C1CCC1)CC31CCN(C(=O)c2ccncc2)CC1 | 0.3 | 2 | -10 | nt | -0.1 | -0.7 | 5 | 3
CC(C)C(NC(=O)OCc1ccccc1)C(=O)NC(Cc1ccc(O)cc1)C(=O)O (stereo not given) | 0.2 | 10 | -11 | -17 | nt | -1.4 | -8 | -5
CO[C@H]1CN(C)C(=O)c2cc(NC(=O)c3cc(C)on3)ccc2OC[C@H](C)NC[C@H]1C | 0.5 | 6 | 11 | -8 | 0.1 | -1.2 | -3 | nt
Cc1ccc(C(=O)NC(C)C(c2cccs2)N2CCOCC2)cc1C (stereo not given) | -0.1 | -4 | 9 | 1 | -0.2 | 1.6 | -23 | -2
O=C(c1cccc(F)c1)N1C[C@@H]2[C@H](c3ccccc31)[C@@H](CO)N2C(=O)c1cccc(F)c1 | 0.0 | 9 | 9 | -4 | 0.1 | -1.1 | 4 | 0
Cc1cccc(Nc2ccc(C(=O)N3CCOCC3)cn2)c1 | 0.0 | -5 | -2 | nt | nt | -2.2 | -5 | 0
CS(=O)(=O)Nc1ccc2c(c1)[C@H]1C[C@@H](CC(=O)NCc3ccccn3)O[C@H](CO)[C@H]1O2 | 0.0 | -1 | 7 | -5 | -0.4 | -1.5 | -26 | -4
O=C(O)/C=C/C(=O)O | nt | ? | -6 | 8 | nt | -1.2 | -6 | -1
O=C(C[C@H]1C=C[C@@H](NC(=O)Nc2ccccc2F)[C@H](CO)O1)NCc1ccc(F)cc1 | -0.3 | -3 | 7 | -3 | 0.7 | 1.1 | -17 | -1

(further entries)
SMILES	XiGFP reactiv	DENV2 CPE rescue	GSIS activator	RAD54 branch	E-sel inducer	F508del corr	RAD52 anneal inh	CASP6 VEID inh
COc1c(-c2ccc([N+](=O)[O-])cc2[N+](=O)[O-])c(=O)n(C)c(=O)n1C	0.0	-6	-3	1	nt	-3.2	-11	2
O=C(CSc1ccc2nnc(-c3cccnc3)n2n1)NCc1ccc2c(c1)OCO2	0.0	-6	0	4	0.8	1.4	-4	-2
Cc1noc(C)c1NC(=O)Nc1ccc2c(c1)C(=O)N([C@@H](C)CO)C[C@H](C)[C@@H](CN(C)C(=O)Nc1ccccc1)OCCCC[C@H](C)O2	0.1	-6	-6	-2	-0.3	-1.3	1	0
COc1cc(CN2CCN(C(O)(c3ccccc3)c3ccccc3)CC2)cc(OC)c1OC	0.2	1	-7	13	-0.1	-0.6	-5	-3
Cc1ccc(S(=O)(=O)Nc2ccc3c(c2)C(=O)N([C@H](C)CO)C[C@@H](C)[C@H](CN(C)Cc2ccc(Cl)c(Cl)c2)OCCCC[C@@H](C)O3)cc1	0.6	7	-6	nt	nt	0.2	10	1
O=C(c1cccc(F)c1)N1CC[C@@H]2[C@@H](CO)Nc3ccc(-c4ccccc4F)cc3[C@@H]21	0.0	nt	-2	7	-0.3	-0.7	-15	nt
Cn1cccc1C(=O)OCC(=O)NCCCc1ccccc1	0.2	7	8	-9	9.2	0.2	-6	-2
COc1ccc(Cl)cc1NC(=O)CNCC(c1ccccc1)N(C)C (stereo not given)	-0.1	3	12	nt	-0.7	1.2	-12	-3
N#CC1=C2SCN(c3ccccc3)CN2C(=O)CC1c1ccccc1Cl (stereo not given)	0.0	-5	-19	-6	-0.1	0.2	-7	3
Cc1ccc(NS(=O)(=O)c2ccc3c(c2)oc(=O)n3C)cc1C	0.3	-3	-15	2	0.2	-4.2	-12	0
Cc1ccc(S(=O)(=O)Nc2cccc(C(=O)NCC(c3ccc(F)cc3)N3CCOCC3)c2)cc1 (stereo not given)	0.2	-1	-35	5	-0.2	-0.3	-34	1
C[C@@H]1CN([C@@H](C)CO)C(=O)c2cccc(N(C)C)c2O[C@@H]1CN(C)Cc1ccc2c(c1)OCO2	-0.1	0	4	-5	0.6	1.3	-4	-1
Cc1nnc(NC(=O)CSc2nnc(Cc3cccn3C)n2-c2cccc(C(F)(F)F)c2)s1	-0.1	20	nt	-3	1.4	-4.3	-11	1
O=C(Nc1ccccc1)Nc1cnccn1	0.3	17	4	3	nt	-1.2	-28	0
CCc1cc(C(c2cccc(OC)c2)N2CCOCC2)c(NC(=O)c2ccccc2)s1 (stereo not given)	nt	nt	-2	-2	nt	nt	-12	-2
Cc1ccc(S(=O)(=O)NCCC(=O)N(C)Cc2cccs2)cc1	0.3	-1	17	13	0.8	2.5	-1	-3
O=C(NCCc1ccccc1)[C@@H]1[C@@H](CO)[C@@H]2Cn3c(cccc3=O)[C@H]1N2Cc1ccccn1	0.2	3	13	-1	0.2	nt	6	2
Cc1c(C(=O)OCC(=O)NCCN2C(=O)CSC2=O)cccc1[N+](=O)[O-]	0.0	-6	2	2	nt	-2.5	-15	1
COc1ccc(S(=O)(=O)Nc2ccc3c(c2)C(=O)N([C@H](C)CO)C[C@@H](C)[C@H](CN(C)S(=O)(=O)c2cn(C)cn2)O3)cc1	0.6	1	-7	1	-0.6	0.5	-4	0
CCOC(=O)C1=C(COC(=O)/C=C/c2ccc(OC)cc2)NC(=O)NC1C (stereo not given)	0.0	nt	6	3	-0.5	-1.3	-18	0
Cc1noc(C)c1S(=O)(=O)N(C)C[C@H]1Oc2ccc(NC(=O)NC3CCCCC3)cc2CC(=O)N([C@H](C)CO)C[C@H]1C	-0.4	-3	-7	6	3.3	-3.2	3	1
CNC[C@H]1Oc2ccc(NC(=O)C3CC3)cc2CC(=O)N([C@@H](C)CO)C[C@@H]1C	0.2	3	13	5	-0.4	-0.8	-2	2
C[C@H](CO)N1C[C@H](C)[C@@H](CN(C)CC2CCCCC2)Oc2ccc(NC(=O)C3CCCCC3)cc2C1=O	-0.9	23*	-10	-1	nt	0.5	0	1
CC(=O)N(C)c1ccc(N=Nc2ccc3ncccc3c2)cc1	0.1	-1	nt	-8	-0.1	0.1	27	1
Nc1cccc2nsnc12	0.1	0	-10	-9	-0.1	0.6	-8	2
O=C(NCC1CCCO1)C(=Cc1cccc([N+](=O)[O-])c1)C(=O)NCC1CCCO1 (stereo not given)	0.3	-5	-18	nt	-0.3	-4.3	-12	-3
C/C=C1\COC(C(=O)NCCCN2CCCC2=O)(C(F)(F)F)C=C1C=C(C)C (stereo not given)	0.0	19	nt	-14	nt	-1.1	-13	2
